# CCR6 antag = antagonists of human CCR6 receptor; P51684; CHO-K1 CCR6 PathHunter beta-arrestin, luminescence, CCL20-stimulated; inhibition, % at 20 µM; actives 0.49% (n = 340,000); AID 493098;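 active = compounds whose inhibition of the agonist-driven luminescence signal at 20 µM reaches about 50%, limit read from the data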;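 also: cells stimulated with CCL20 at 14 nM final; plate controls were DMSO with CCL20 for no effect and DMSO without agonist for full effect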
# Mdm2-MdmX inh = disrupts the human Mdm2-MdmX interaction; actives 3% (n = 330,000); inhibition, % at 8 µM; O15151+Q00987; AID 485346; SaOS-2 split-luciferase Mdm2/MdmX complementation, luminescence;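 active = inhibition of at least 50% at 8 µM in the primary screen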
# Target sequence (O15151 whole entry, looked up): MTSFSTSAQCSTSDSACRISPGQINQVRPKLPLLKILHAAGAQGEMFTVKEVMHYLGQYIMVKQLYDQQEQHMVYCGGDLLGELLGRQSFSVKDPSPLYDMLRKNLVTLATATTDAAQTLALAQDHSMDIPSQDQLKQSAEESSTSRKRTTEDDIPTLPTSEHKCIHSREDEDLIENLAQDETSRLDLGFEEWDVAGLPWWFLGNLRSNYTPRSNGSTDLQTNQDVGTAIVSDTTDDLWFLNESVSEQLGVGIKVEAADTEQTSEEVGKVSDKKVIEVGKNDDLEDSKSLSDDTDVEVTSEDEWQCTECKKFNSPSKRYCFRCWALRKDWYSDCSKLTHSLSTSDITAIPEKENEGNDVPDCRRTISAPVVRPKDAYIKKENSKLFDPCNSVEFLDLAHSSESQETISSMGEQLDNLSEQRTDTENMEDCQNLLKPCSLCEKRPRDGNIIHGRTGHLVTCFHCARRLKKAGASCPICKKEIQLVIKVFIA
# Target sequence (Q00987 whole entry, looked up): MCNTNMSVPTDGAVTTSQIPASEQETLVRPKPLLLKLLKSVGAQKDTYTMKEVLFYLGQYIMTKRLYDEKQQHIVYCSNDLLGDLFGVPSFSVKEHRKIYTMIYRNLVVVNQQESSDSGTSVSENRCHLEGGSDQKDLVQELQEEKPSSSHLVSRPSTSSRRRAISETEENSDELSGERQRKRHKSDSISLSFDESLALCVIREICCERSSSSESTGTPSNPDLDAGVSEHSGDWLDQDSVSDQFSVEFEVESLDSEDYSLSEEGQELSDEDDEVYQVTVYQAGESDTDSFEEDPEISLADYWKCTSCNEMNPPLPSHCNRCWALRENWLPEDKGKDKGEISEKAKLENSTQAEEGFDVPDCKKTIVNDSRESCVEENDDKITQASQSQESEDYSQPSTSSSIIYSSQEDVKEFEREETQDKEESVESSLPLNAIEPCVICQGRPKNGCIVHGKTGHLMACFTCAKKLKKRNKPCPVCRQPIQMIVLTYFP
# APJ antagonist = blocks the human apelin receptor APJ. AID 2521. inhibition, % at 20 µM. CHO-K1 APJ beta-arrestin complementation, luminescence. actives 0.32% (n = 330,000);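 active = inhibition above about 40% at 20 µM, limit read from the data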;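 also: cells challenged with 10 nM apelin-13 agonist together with compound; plate controls were apelin-13 plus DMSO wells for no effect and DMSO wells lacking apelin-13 for full effect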
# tim23-1 inh = tim23-1 yeast growth inhibition | S. cerevisiae tim23-1 growth, BacTiter-Glo luminescence, 24 h | inhibition, % at 20 µM | actives 1.3% (n = 330,000);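 active = growth inhibition of the mutant yeast at or above 50%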;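 also: temperature-sensitive mutant grown at 25 °C; plate controls were DMSO-treated mutant yeast for no effect and medium wells lacking yeast for full effect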
# EBI2 antag = blocks human EBI2 receptor beta-arrestin signaling. EBI2 beta-arrestin recruitment, luminescence, 7a,25-OHC stimulated. inhibition, % at 5 µM. actives 0.81% (n = 360,000); in the data active = inhibition above about 38%;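 also: enzyme fragment complementation signal reports receptor beta-arrestin coupling in cells; 0% = agonist plus DMSO wells and 100% = wells without agonist; some results beyond the cut were filed as inactive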
# UPR CHOP act = activators of apoptotic arm of unfolded protein response (CHOP); AID 449763; activation, % at 10 µM; CHO-CHOP luciferase reporter, UPR activation, luminescence; percent of tunicamycin response over DMSO baseline; actives 0.34% (n = 330,000);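 active = at 10 µM dose, activation of 40% or more, normalized to positive control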;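 also: 100% = tunicamycin at 10 µg/mL and 0% = DMSO alone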
#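 System: CHO CHOP reporter cells. Amount: 500 cells per well. Buffer or medium: F12 medium, 10% FBS. Compound dosing: one dose, 10 µM in 0.5% DMSO. Incubation: 6 h compound exposure at 37 °C after overnight seeding. Technique: Steady-Glo luciferase luminescence. Benchmarks: tunicamycin and DMSO controls.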
# XBP1 UPR activ = activators of adaptive arm of unfolded protein response (XBP1). CHO-XBP1 luciferase reporter, IRE1-XBP1 UPR activation, luminescence; percent of tunicamycin response, DMSO as zero. AID 463104. actives 0.33% (n = 330,000). activation, % at 20 µM;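 active = versus positive control, 20 µM dose yields 30% or more activation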;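 also: 100% = tunicamycin at 10 µg/mL and 0% = DMSO only wells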
#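 Material: CHO-XBP1 cells stably carrying IRE1-XBP1-driven luciferase reporter | Medium: F12 with 10% serum | Compound dosing: 20 µM single concentration, DMSO 1% | Incubation: Overnight seeding at 37 °C, 6 h compound treatment at 37 °C | Detection: Steady-Glo luminescence read | Read-out basis: % activation of reporter signal versus tunicamycin and DMSO controls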
# APJ agonist = agonists of human APJ apelin receptor; CHO-K1 APJ PathHunter beta-arrestin, luminescence; 0% DMSO wells, 100% apelin; P35414; activation, % at 20 µM; actives 0.11% (n = 330,000);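 active = activation more than six SD over the plate average, tested at 20 µM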;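 also: 0% = DMSO alone and 100% = apelin-13 at 10 nM; some results filed as inactive read as strong as hits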
#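 Material: engineered CHO-K1 APJ arrestin reporter cells; amount: 1000 CHO-K1 reporter cells seeded per well; incubation: compound stimulation 90 min at 25 °C, detection 60 min; signal: luminescent beta-gal fragment complementation, chemiluminescent substrate; read-out basis: APJ agonist activity; controls: DMSO-only wells as negative, 10 nM Apelin-13 as positive control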
# CXCR6 block = blocks human CXCR6 beta-arrestin recruitment; O00574; CHO-K1 PathHunter CXCR6 beta-arrestin, luminescence; inhibition, % at 20 µM; actives 0.36% (n = 360,000); in the data active = inhibition above about 34%, passing the limit was not always enough;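 also: antagonist mode with CXCL16 agonist at 10 nM final; 0% = 10 nM CXCL16 with DMSO and 100% = unstimulated wells without agonist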
# The depositor's hits bear a star; x = not tested or not shown.
SMILES,CCR6 antag,Mdm2-MdmX inh,APJ antagonist,tim23-1 inh,EBI2 antag,UPR CHOP act,XBP1 UPR activ,APJ agonist,CXCR6 block
CNC(=O)COC(=O)CCC(=O)c1cccs1,7,4,-8,4,-1,1.8,4,-3,-13
CSCCc1nc(SCC(=O)Nc2nnc(C)s2)[nH]c1C,18,10,18,-3,-5,-0.6,-5,0,-8
Cc1ccc(C2c3c(oc4ccccc4c3=O)C(=O)N2c2nnc(C(C)C)s2)o1 (stereo not given),1,20,14,11,1,-1.2,3,-3,8
COCCOC(=O)c1c(C)n(C)c2ccc(OC(=O)c3ccco3)cc12,-4,-20,30,7,-1,0.1,2,-6,9
COc1ccc(CCNC(=O)c2cccc(NC3=NC4CS(=O)(=O)CC4S3)c2)c(OC)c1 (stereo not given),4,2,1,-2,-6,0.8,1,1,-1
CCCN(CCC)C(=O)c1c(C)[nH]c(C(=O)OCC)c1C,x,-11,11,18,2,-0.5,-1,-2,4
CC1=CC2=NC(=O)/C(=C/c3cccs3)C(=N)N2O1,5,25,0,0,-9,2.5,2,3,5
O=C(c1ccc(Br)o1)N1CCN=C1SCc1cccnc1,7,3,2,15,1,-0.6,0,-2,2
NS(=O)(=O)c1ccc(-n2nc(C(=O)O)cc2-c2ccc(Cl)cc2)cc1,5,-19,20,1,-1,-1.0,-2,-1,8
CCN(C[C@H]1N[C@@](C)(C(=O)OC)[C@H]2C(=O)N(Cc3ccccc3)C(=O)[C@@H]12)S(=O)(=O)c1ccccc1,9,17,2,-9,-4,0.1,-3,-3,1
O=C(Cc1ccc(-n2c(=O)[nH]c3ccccc3c2=O)cc1)N1CCN(c2cccc(Cl)c2)CC1,4,-17,-15,4,3,-0.9,0,3,-2
CC1CCC2(CC1)SCC(=O)N2c1ccccc1 (stereo not given),-13,18,-3,13,-4,0.1,-1,-1,3
COc1ccc(S(=O)(=O)NCc2ccccn2)cc1,-12,-6,3,-14,-20,-1.0,0,-2,1
CN1CC2(C)OC(=O)C(Cl)=C2CC1c1ccccc1 (stereo not given),-18,9,-24,5,4,-1.8,-3,-3,1
Cc1c(NC(=O)CN(C)CC(=O)Nc2ccc(F)c(F)c2F)c(=O)n(-c2ccccc2)n1C,-3,7,10,-3,-7,-0.2,-1,4,-1

# Random excerpt: 4 compounds from above, in no set order.
SMILES,CCR6 antag,Mdm2-MdmX inh,APJ antagonist,tim23-1 inh,EBI2 antag,UPR CHOP act,XBP1 UPR activ,APJ agonist,CXCR6 block
O=C(Cc1ccc(-n2c(=O)[nH]c3ccccc3c2=O)cc1)N1CCN(c2cccc(Cl)c2)CC1,4,-17,-15,4,3,-0.9,0,3,-2
COCCOC(=O)c1c(C)n(C)c2ccc(OC(=O)c3ccco3)cc12,-4,-20,30,7,-1,0.1,2,-6,9
CN1CC2(C)OC(=O)C(Cl)=C2CC1c1ccccc1 (stereo not given),-18,9,-24,5,4,-1.8,-3,-3,1
CCCN(CCC)C(=O)c1c(C)[nH]c(C(=O)OCC)c1C,x,-11,11,18,2,-0.5,-1,-2,4

# (next part)
SMILES,CCR6 antag,Mdm2-MdmX inh,APJ antagonist,tim23-1 inh,EBI2 antag,UPR CHOP act,XBP1 UPR activ,APJ agonist,CXCR6 block
COc1ccc(-n2nc(C(=O)NCC(=O)NCc3ccco3)c3ccccc3c2=O)cc1,-5,11,-5,12,4,-3.3,-1,-1,8
COC(=O)c1ccc(Oc2c(Cl)cccc2[N+](=O)[O-])cc1,-12,3,-7,27,-3,-0.2,-1,5,3
O=C(CSCc1ccc(Cl)cc1)N/N=C/c1ccc(Cl)cc1Cl,12,4,8,-3,-7,0.2,0,0,-9
O=C(O)c1cc(S(=O)(=O)N2CCN(S(=O)(=O)c3ccc4ccccc4c3)CC2)ccc1Br,11,16,13,-7,-15,0.7,0,-2,-10
C=CCN1C(=O)C(O)(CC(=O)c2ccc(N)cc2)c2ccccc21 (stereo not given),4,-6,9,7,-23,-1.3,-3,-2,2
CN(CCc1ccccn1)C(=O)CCC1CCCN(C(=O)NC2CCCCC2)C1 (stereo not given),0,19,3,8,-10,-0.7,-4,-4,1
Cc1cc(N2CCCC2=O)cc(C)c1S(=O)(=O)NCCOc1ccccc1,6,18,12,2,-4,1.3,-6,2,-8
COc1cc(C=NNc2ccc(S(=O)(=O)Nc3ccccc3C(=O)O)cc2[N+](=O)[O-])ccc1O,46,-6,30,24,7,-0.5,0,-4,19
Cc1ccc(NC(=S)NC(=O)c2c(-c3ccccc3Cl)noc2C)cc1,37,21,23,24,6,-2.1,-3,-6,26
Cc1ccc(C(=O)Nn2c(C)nc3ccccc3c2=O)cc1C,6,-20,22,28,-2,-0.4,-3,-4,-2
COCCn1c(SCC(=O)Nc2ccc3c(c2)OCCO3)nnc1C(C)C,11,6,-7,12,-2,0.4,2,-1,2
O=C(CCNS(=O)(=O)c1c(Cl)cccc1Cl)OCC(=O)c1ccccc1,12,-12,0,15,-5,-1.1,1,1,11
CCCC(=O)OC1CC(C)N(C(=O)c2ccccc2)c2ccc(C)cc21 (stereo not given),25,5,3,26,14,1.3,-7,-6,9
CC1(C)N=C(/C=N/O)C=[N+]1[O-],-13,17,-12,-5,-2,-0.6,-1,-1,-7
Cn1nccc1C(=O)N1CCN(c2ccccc2Cl)CC1,19,12,9,-2,-3,-2.6,1,1,-3
CCOC(=O)c1ccc(NS(=O)(=O)N2CCCCCC2)cc1,-3,24,-54,43,-3,0.4,2,1,1
O=C(CSc1ncccn1)Nc1ccc2[nH]c(=O)[nH]c2c1,-4,11,-55,-3,2,0.8,-3,7,-7
Cc1ccc(C(=O)COC(=O)C(C)N2C(=O)C3C4C=CC(C4)C3C2=O)cc1C (stereo not given),2,-13,3,24,-1,0.1,-1,7,1
Cc1nc2cc(NC(=O)NC(C)(C)C)ccc2n1C,-8,0,5,3,-12,2.0,2,0,1
CCC(C)Nc1cc(C)nc2ncnn12 (stereo not given),-5,26,-5,-14,4,1.1,1,-4,-2
Cc1cccc2sc(NC(=O)CSCc3ccccc3)nc12,23,18,-14,10,-13,-0.7,0,-6,10
O=C(OCCN1CCOCC1)C1(c2ccccc2)CCCCC1,7,-9,7,-21,x,2.1,-10,2,x
CC(=O)NC1(c2cccc(F)c2)CCN(CC(=O)NC(C)C)CC1,7,13,-10,13,0,-0.6,0,-8,-7
O=C1c2ccccc2C2(c3ccccc3)NCCCN12 (stereo not given),0,-17,-9,7,-12,-1.0,-2,-1,-12
CCOC(=O)C1Nc2ccc(Br)cc2C2C=CCC12 (stereo not given),1,6,-26,31,-1,0.2,-1,-4,1
O=C(NCCCN1CCOCC1)c1sc2cc(Cl)ccc2c1Cl,15,-14,-8,12,0,2.4,0,-2,4
COC(=O)C(Nc1ccccc1Cl)(c1cc(C)c(O)c(C)c1)C(F)(F)F (stereo not given),22,22,30,23,36,0.5,-1,-2,9
COc1ccc(C2=NOC(C3(S(=O)(=O)c4ccccc4)CC(O)C3)C2)cc1 (stereo not given),9,2,13,21,-12,2.7,3,-4,-2
CC(C)c1nnc(NC(=O)CCC(=O)Nc2ccccc2)s1,-5,29,2,-12,7,-0.1,-4,2,-4
CCOc1ccccc1NC(=O)c1ccccc1-c1ccccc1,10,-14,-25,42,2,2.0,-6,-3,25
CCOC(=O)c1ccc(NC(=O)CCS(=O)(=O)c2ccc(Br)s2)cc1,14,17,10,26,13,-2.5,1,0,5
C/C(=N\NC(=O)c1ccncc1)c1ccc(N(C)C)cc1,-3,9,-5,-9,-2,-0.5,-2,-3,-8
Cc1cc(C(=O)NCCc2ccccc2)ccc1[N+](=O)[O-],4,-50,-8,14,1,2.6,2,-4,-7
C=CCNC(=O)COC(=O)c1cc(S(=O)(=O)N2CCCCC2)ccc1Cl,-4,-18,-2,9,-12,-0.6,-1,0,-9
CC(C)(C)OC(=O)CNC(=O)c1[nH]cnc1C(=O)Nc1ccc(Cl)cc1,0,9,-7,34,-34,-1.1,-1,3,5
COc1ccc(NC(=O)NNS(=O)(=O)c2ccc(Br)cc2)cc1,9,13,4,-11,-15,1.0,-7,-1,-13
Cc1cccc(NC(=O)CN2CCc3cc4c(cc3C2C)OCCCO4)c1 (stereo not given),17,23,-10,31,2,0.4,-6,-4,-6
COc1ccc(-c2nnc(SCC(=O)/C(C#N)=C(\C)N)o2)cc1,-1,-3,7,5,-11,-2.5,-3,-1,-1
O=C(O)CCC(=O)N1CCc2cc(S(=O)(=O)Nc3ccc4c(c3)OCCO4)ccc21,3,12,18,-11,-4,-1.8,-2,-3,1
CCN(CC)C(=O)c1cccc2nc3ccccc3nc12,-2,11,-5,1,-4,-2.4,-2,3,-1
CN(CCO)c1ccc([N+](=O)[O-])cc1C(=O)O,-6,-14,-12,12,-2,-0.2,-1,6,0
CCOC(=O)c1c(C)c(C(=O)Nc2cc(F)ccc2F)c(C)n1C,4,17,2,12,-13,2.7,2,2,4
Cc1ccnc(NS(=O)(=O)c2cccc([N+](=O)[O-])c2)c1,8,-2,-4,3,1,1.9,-1,-4,-3
COc1ccc(C(C(=O)NC2CCCC2)N(C(=O)c2ccco2)c2cccc(C(C)=O)c2)cc1OC (stereo not given),12,12,-2,5,5,2.0,-3,-2,5
CCOc1ccc(CCNC(=O)c2ccc3c(=O)[nH]c4c(C(=O)NC(C)C)sc(=S)n4c3c2)cc1,24,21,22,9,10,2.1,-2,-6,10
COc1cc(NC(=O)COc2cc3oc(=O)cc(C)c3cc2Cl)cc(OC)c1OC,13,19,-23,8,-15,1.2,-5,5,-18
CC(C)Oc1cc2ccccc2cc1CNC[C@H]1O[C@@H](n2cnc3c(N)ncnc32)[C@H](O)[C@@H]1O,-19,7,17,-3,-5,1.9,-3,-2,-3
CC(NC(=O)COC(=O)c1cc(Cl)ccc1O)C1CC2CCC1C2 (stereo not given),13,0,-11,37,17,-2.3,-3,-5,-4
CCc1cc2c(=O)c(-c3nc4ccccc4n3C)coc2c(CN2CCCCC2C)c1O (stereo not given),13,17,14,24,-10,-0.5,1,-3,-8
N#CC1=C(N)OC2=C(C(=O)CC(c3ccccc3)C2)C1c1ccc2c(c1)OCO2 (stereo not given),6,13,-6,32,6,0.8,-2,-3,0
Cc1csc2cc(-c3cccc([N+](=O)[O-])c3)c(-c3cccc([N+](=O)[O-])c3)c[n+]12,-22,9,-1,-11,-7,-0.6,0,-2,-8
O=C(Cc1ccc([N+](=O)[O-])cc1)OCc1ccc([N+](=O)[O-])cc1,11,18,15,12,-5,-1.5,-7,-2,-3
COc1cccc(/C=C/C(=O)N2CCN(c3n[nH]c(=O)[nH]c3=O)CC2)c1OC,2,9,-9,18,16,-1.4,-3,-1,-2
CC1(C)CC(=O)C(C(c2cccc([N+](=O)[O-])c2)C2C(=O)CC(C)(C)CC2=O)C(=O)C1,-6,3,3,20,-10,-1.4,-3,-3,4

# Assay outcomes (PubChem)

# Some of the compounds tested, so the mix of outcomes need not match the whole.
